Bim-Bcl-W – human Bim-Bcl-W interaction inhibition. bead-based flow cytometry, Bim peptide-Bcl-W binding. AID 952. inhibition, % at 10 µM. 190,000 tested, 0.02% active;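 also: 0% = bound tracer without compound and 100% = peptide blocker; higher means less fluorescent Bim peptide bound to Bcl-W beads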
Target sequence (Q92843 whole entry, looked up): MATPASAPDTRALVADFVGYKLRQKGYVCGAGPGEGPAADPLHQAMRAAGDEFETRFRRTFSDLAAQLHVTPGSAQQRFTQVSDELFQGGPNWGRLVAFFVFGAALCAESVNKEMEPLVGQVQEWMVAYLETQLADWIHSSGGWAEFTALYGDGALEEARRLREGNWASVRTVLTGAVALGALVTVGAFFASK
Bim-Bcl-XL – human Bim-Bcl-XL interaction inhibition | Q07817 | Bim peptide-Bcl-XL binding, bead flow cytometry, fluorescence | inhibition, % at 10 µM | 190,000 tested, 0.04% active
Target sequence (Q07817 whole entry, looked up): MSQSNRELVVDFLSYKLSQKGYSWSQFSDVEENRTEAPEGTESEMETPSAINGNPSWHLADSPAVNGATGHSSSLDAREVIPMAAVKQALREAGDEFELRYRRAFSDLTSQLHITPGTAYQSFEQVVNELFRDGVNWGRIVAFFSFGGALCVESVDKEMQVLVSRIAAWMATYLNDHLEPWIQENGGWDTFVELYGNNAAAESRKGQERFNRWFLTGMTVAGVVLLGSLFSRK
Bim-Bcl-2 – disrupts Bim peptide binding to human Bcl-2. P10415. Bead-based flow cytometry, Bim peptide-Bcl-2 binding. inhibition, % at 10 µM. 190,000 tested, 0.06% active; in the data active = inhibition above about 40%; inconclusive = no clear call, values can overlap the other calls;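 also: 0% = no compound wells with probe peptide and 100% = reference peptide inhibitor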
Target sequence (P10415 whole entry, looked up): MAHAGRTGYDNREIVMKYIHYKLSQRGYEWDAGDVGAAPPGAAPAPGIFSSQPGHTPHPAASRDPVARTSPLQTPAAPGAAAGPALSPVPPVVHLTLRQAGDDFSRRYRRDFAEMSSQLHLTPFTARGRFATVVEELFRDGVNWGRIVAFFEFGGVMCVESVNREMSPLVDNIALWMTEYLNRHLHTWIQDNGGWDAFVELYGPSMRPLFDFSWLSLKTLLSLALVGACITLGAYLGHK
Bcl-B Bim block – disrupts Bim peptide binding to human Bcl-B. bead-based flow cytometry. inhibition, % at 10 µM. 190,000 tested, 0.073% active;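 also: 0% = tracer peptide without compound and 100% = reference inhibitor peptide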
Target sequence (Q9HD36 whole entry, looked up): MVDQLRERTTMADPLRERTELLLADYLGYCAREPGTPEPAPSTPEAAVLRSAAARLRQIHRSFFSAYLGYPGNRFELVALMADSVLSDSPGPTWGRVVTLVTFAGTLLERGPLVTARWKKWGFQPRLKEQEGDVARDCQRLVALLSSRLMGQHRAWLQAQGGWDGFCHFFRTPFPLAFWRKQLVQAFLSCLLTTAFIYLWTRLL
Mcl-1 Bim block – human Bim-Mcl-1 interaction inhibition; Bead-based flow cytometry, Bim peptide-Mcl-1 binding; inhibition, % at 10 µM; 190,000 tested, 0.1% active; AID 1009;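 also: 0% = no compound tracer wells and 100% = peptide blocker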
ABCB1 inh – inhibitors of human ABCB1 transporter, ABCG2 counter-screen; P08183; CCRF-Adr cells, JC-1 efflux, flow cytometry; inhibition, % at 6.6 µM; 190,000 tested, 0.067% active; in the data active = inhibition above about 40%;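 also: 0% = vehicle and 100% = reference inhibitor; higher value means more JC-1 retained so stronger ABCB1 efflux block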
RGS8-Gao reg – modulates binding of RGS8 to human Galphao | P09471 | multiplexed bead flow cytometry; actives lie on both sides | response (percent of control binding), % at 10 µM | 220,000 tested, 0.34% active | AID 1423; in the data active = response below about 60% or above about 140%; inactive = in between;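 also: Galphao activated as the GDP aluminium fluoride complex binding bead-coupled RGS8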
RGS4-Gao reg – human RGS4-Galphao interaction regulation; P09471; Multiplexed bead flow cytometry, RGS4-Galphao binding; actives lie on both sides; binding response (% of control), % at 10 µM; 220,000 tested, 0.33% active; AID 1415; in the data active = binding response below about 49% or above about 150%; inactive = in between;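 also: fluorescent Galphao activated with aluminum fluoride binding bead-coupled RGS4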
ABCG2 block – inhibitors of human ABCG2 transporter, ABCB1 counter-screen; IgMXP3 cells, JC-1 efflux, flow cytometry; inhibition, % at 6.6 µM; 190,000 tested, 0.1% active;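 active = inhibition above 80%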;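 also: 0% = DMSO and 100% = nicardipine control wells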
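Test system: IgMXP3 (ABCG2) plus far-red-tagged CCRF-Adr (ABCB1) cells / Amount: 3 million cells/mL in well / Reagent: JC-1 transporter substrate / Timing: 10 min compound exposure, 25 °C / Signal: flow cytometry, 530 nm JC-1 signal / Read-out: percent efflux inhibition, scaled nicardipine 100% to DMSO 0% / Benchmarks: nicardipine as high control, DMSO as low control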
RGS7-Gao – modulates binding of RGS7 to human Galphao | Multiplexed bead flow cytometry; actives lie on both sides | binding response (% of control), % at 10 µM | 220,000 tested, 0.35% active; in the data active = binding response below about 49% or above about 150%; inconclusive = no clear call, values can overlap the other calls; inactive = in between;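 also: fluorescent Galphao held in activated GDP-AlF4 state binding bead-coupled RGS7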
Bim-Bfl-1 – disrupts Bim binding to human Bfl-1 | Q16548 | Bead-based flow cytometry, Bim-Bfl-1 binding inhibition | inhibition, % at 10 µM | 190,000 tested, 0.12% active | AID 1008;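 also: 0% = wells without compound plus tracer and 100% = blocker peptide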
An asterisk follows results filed as active; ? = inconclusive; nt = not tested or not shown; [ ] = remark or other dose. Rule as the data show it, unless noted: active = inhibition above about 40%. Outcome played no part in choosing rows, and some 0.94% of all compounds hit somewhere here.

SMILES	Bim-Bcl-W	Bim-Bcl-XL	Bim-Bcl-2	Bcl-B Bim block	Mcl-1 Bim block	ABCB1 inh	RGS8-Gao reg	RGS4-Gao reg	ABCG2 block	RGS7-Gao	Bim-Bfl-1
Cc1ccc(C(=O)NC(=S)N2CCN(C)CC2)cc1	0	-5	-3	-10	-4	-0.3	100	99	0	99	0
O=C(NNC(=S)Nc1cccc(C(F)(F)F)c1)c1cccc(Cl)c1	-8	-5	3	-3	-10	0.1	98	101	0	99	1
Cc1ccc(NC(=O)CN2CCN(CCN=CC3=C(O)CC(c4ccc(C)cc4)CC3=O)CC2)cc1 (stereo not drawn)	0	-3	0	-3	0	2.2	98	102	6	100	-4
Cc1ccccc1Nc1nc(N)nc(CN2CCN(Cc3ccc4c(c3)OCO4)CC2)n1	-3	-1	-1	-2	0	0.6	97	97	1	92	-5
CCOCCCn1c(=S)[nH]c2cc(C(=O)NCC(OC)OC)ccc2c1=O	0	-1	-1	-4	0	0.4	97	96	7	95	-4
O=C(c1cccnc1)N1CCN(Cc2ccc3c(c2)OCO3)CC1	0	0	-8	-7	-2	0.1	102	104	1	104	-14
CCCCN(CC)Cc1ccc(CNC(=O)Nc2ccc(OC)cc2OC)o1	0	-5	-3	-5	0	0.1	102	102	1	101	-14
CC(=O)N/C(=C\c1ccccc1)C(=O)Nc1ccc(O)cc1	-5	-7	-6	-9	-1	0.0	101	98	0	91	-6
CCOc1ccc2nc(Cl)c(C3CC(c4ccccc4)=NN3C(=O)c3cccs3)cc2c1 (stereo not drawn)	-2	-1	1	-4	0	0.7	97	95	-1	95	2
Cc1ccc(CSc2nnc(NC(=O)Cn3cnc4ccccc4c3=O)s2)cc1	-8	0	3	0	-3	-0.3	98	98	-1	98	3
C/C(CCN1CCCCc2nc(C)c(C)cc21)=N\O[C@@H](C)CN1CCCCc2nc(C)c(C)cc21	-2	-2	3	0	-1	3.3	99	101	26	100	2
CCOc1cccc2sc(NN)nc12	-1	-2	-1	-1	0	-1.0	110	111	-2	108	0
CCCNC(=O)c1csc2c1CCCCC2	-2	-7	0	-8	-6	0.1	99	101	1	97	-1
Cc1nn(C)c(C)c1S(=O)(=O)N1CCCC(C(=O)NC2CCCCC2)C1 (stereo not drawn)	-2	0	0	-4	-5	0.7	99	107	1	104	-5
Cc1nc2ccccc2n1-c1nc(-c2ccco2)cc(C(F)(F)F)n1	0	-4	-3	-5	0	1.0	102	102	4	100	-10
Cc1ccc(C(=O)N[C@H](C(=O)OCC(=O)NC2CCS(=O)(=O)C2)C(C)C)cc1 (stereo partly drawn)	-4	-5	-1	-5	-1	0.2	99	103	3	102	-8
Cc1nc2ccccc2cc1C(=O)NCc1ccc(F)cc1	1	0	0	-1	1	0.0	99	102	3	?	0
CN1CCN(C(=O)c2cnn3c(C(F)(F)F)cc(-c4ccc5c(c4)OCO5)nc23)CC1	0	2	0	-1	-3	0.6	117	111	2	104	0
CC(C)N1CCc2c(sc(NC(=O)c3cc(-c4cccs4)nc4ccccc34)c2C(N)=O)C1	-2	-3	-1	-4	-2	1.8	nt	nt	5	nt	4
CCN1CCN(c2ccc(S(=O)(=O)N(CC)CC)cc2[N+](=O)[O-])CC1	1	0	-1	0	0	0.4	101	102	5	102	-2
CCCC/C=C1\CCc2c([nH]c3ccccc23)C1=O	-3	-1	-2	-1	0	2.4	94	95	8	93	-4
CCC(C)c1ccccc1NC(=O)CN1CCN(C/C=C/c2ccccc2)CC1 (stereo not drawn)	-2	-4	0	-2	-2	3.0	104	102	-1	104	0
CNC(=O)C(=O)Nc1c(C)cc(C)cc1C	-1	-3	-2	-6	0	-0.1	100	101	-1	103	-17
COC(=O)c1ccc(/C=N/Nc2nc(-c3ccc(Cl)cc3Cl)cs2)cc1	-1	-1	-1	-5	-1	-0.7	101	102	-6	101	-2
CC(=O)NCCOc1nc(N(C)C)nc(N(C)C)n1	4	0	-5	-5	-1	-0.1	99	101	1	97	-7
COc1ccc(C(CNC(=O)COc2ccccc2-c2ccccc2)N2CCOCC2)cc1 (stereo not drawn)	0	0	-2	0	0	0.6	100	102	1	100	0
CCCN(CCC)CCCNC(=O)C1c2cc(OC)c(OC)cc2C(=O)N(C)C1c1cccs1 (stereo not drawn)	-2	-9	-1	-6	-2	0.4	100	103	4	102	-1
Cc1noc(C)c1COC(=O)c1ccccc1Sc1ccccc1C#N	0	-14	-9	-11	0	0.4	102	102	0	100	-12
Cc1cc(C)cc(NC(=O)c2cccc(NC(=O)C3C4CC5OC(=O)C3C5C4)c2)c1 (stereo not drawn)	-3	-7	-5	-8	-8	3.7	98	103	34	100	-6
Cc1cc(C)n(C(=O)c2ccc(C)c(S(=O)(=O)N3CCCC3)c2)n1	-1	-5	-3	-10	-1	1.6	101	102	10	100	-13

Next section; it opens with the five that closed the last part.
SMILES	Bim-Bcl-W	Bim-Bcl-XL	Bim-Bcl-2	Bcl-B Bim block	Mcl-1 Bim block	ABCB1 inh	RGS8-Gao reg	RGS4-Gao reg	ABCG2 block	RGS7-Gao	Bim-Bfl-1
COc1ccc(C(CNC(=O)COc2ccccc2-c2ccccc2)N2CCOCC2)cc1 (stereo not drawn)	0	0	-2	0	0	0.6	100	102	1	100	0
CCCN(CCC)CCCNC(=O)C1c2cc(OC)c(OC)cc2C(=O)N(C)C1c1cccs1 (stereo not drawn)	-2	-9	-1	-6	-2	0.4	100	103	4	102	-1
Cc1noc(C)c1COC(=O)c1ccccc1Sc1ccccc1C#N	0	-14	-9	-11	0	0.4	102	102	0	100	-12
Cc1cc(C)cc(NC(=O)c2cccc(NC(=O)C3C4CC5OC(=O)C3C5C4)c2)c1 (stereo not drawn)	-3	-7	-5	-8	-8	3.7	98	103	34	100	-6
Cc1cc(C)n(C(=O)c2ccc(C)c(S(=O)(=O)N3CCCC3)c2)n1	-1	-5	-3	-10	-1	1.6	101	102	10	100	-13
O=C(NCc1cccs1)Nc1ccc2c(c1)OCO2	-3	-6	-6	-6	-2	0.1	104	103	2	104	-9
N#Cc1c(NC(=O)Cn2nc(C(F)(F)F)c3c2CCCC3)sc2c1CCC2	-6	-7	-1	-19	-9	-0.1	92	101	-1	124	8
O=C(OCC(=O)N1CCN(C(=O)c2ccco2)CC1)c1cc(-c2ccco2)nc2ccccc12	2	0	3	2	1	-0.3	85	74	-1	79	13
CC(C)(C)Cc1nnc(NC(=O)Cc2ccc([N+](=O)[O-])cc2)s1	-4	-11	-1	-23	-10	0.7	89	93	6	101	18
COc1ccc(N(CC(=O)Nc2ccc(OC)c(Cl)c2)S(=O)(=O)c2c(C)noc2C)cc1	1	-6	-13	-10	-6	3.5	141*[activator]	116	26	116	-9
COc1ccc(CSc2nnnn2C)cc1[N+](=O)[O-]	0	4	14	-2	6	1.2	94	92	4	93	8
Cc1nn(-c2ccccc2)c(C)c1NS(=O)(=O)c1ccccc1	-2	-1	-6	-2	0	3.1	100	99	15	101	0
COc1ccc(-c2nnc(SCC(=O)Nc3nc4ccccc4s3)n2C)cc1	10	12	nt	nt	32	1.4	101	99	10	100	nt
Cc1ccccc1NC1=C(Cl)C(=O)OC1OC(=O)c1ccco1 (stereo not drawn)	-1	-6	-10	-8	-3	0.1	102	93	0	100	-12
CCOC(=O)C1(CC2CC2)CCN(S(=O)(=O)/C=C/c2ccccc2)CC1	0	-2	2	1	-1	1.0	69	58	1	50	3
Cc1ccc(NC(=O)CNC(=O)c2ccccc2F)cc1Cl	-2	-18	-15	-7	-1	0.1	98	96	4	96	-13
O=[N+]([O-])c1ccc(Nc2ccccn2)c([N+](=O)[O-])c1	-2	-2	0	1	-2	0.7	108	102	8	104	-1
C=C(C)C(=O)N1CC2(CC(c3cccc(NC(=O)c4ccccc4)c3)=NO2)C[C@@H]1C(N)=O (stereo partly drawn)	-2	0	-1	-1	0	0.8	99	96	2	98	0
c1ccc(Cc2nnc3sc(-c4cccs4)nn23)cc1	-5	-5	-1	-11	-6	0.0	100	99	4	104	0
CC(C)CC(=O)NC(=S)NCCc1ccccc1	0	-5	-15	-13	-5	0.5	103	104	3	99	-11
COc1cc(C2NC(=S)NC(C)=C2C(=O)c2ccccc2)ccc1O (stereo not drawn)	2	-1	1	-9	-1	-0.2	102	101	0	101	6
Cc1cc(SCC(=O)Nc2ncc(Cl)cc2Cl)nc2ccccc12	-1	-5	-9	-11	-2	1.0	100	97	22	100	-8
CCOC(=O)c1[nH]c(COC(=O)CCOc2ccccc2OC)c(C(=O)OCC)c1C	-2	-5	-2	-4	-5	1.1	97	92	7	92	0
CCCCn1c(-c2nn(C)cc2Cl)n[nH]c1=S	-2	-4	-1	-13	-3	-0.5	98	96	-1	105	2
Cc1ccccc1C(=O)c1c[nH]c(C(=O)NCC2CCCO2)c1 (stereo not drawn)	-1	1	-1	0	0	1.5	103	101	7	100	0
CCOC(=O)C1CCN(S(=O)(=O)c2cccc(-c3cn4cc(C)ccc4n3)c2)CC1	0	-2	1	0	-3	1.6	104	103	4	101	-1
O=C(CCC1CCCN(C(=O)c2ccsc2)C1)NCc1ccc(F)c(F)c1 (stereo not drawn)	1	0	1	-2	0	-1.0	102	101	4	97	-4
